Screening data from PubChem.
L929 necroptosis: inhibitors of zVAD-triggered necroptosis, primary screen, L929 cells; viability rescue, % at 10 µM; hit rate 0.38% among 220,000; L929 zVAD necroptosis rescue, ATP luminescence, 24 h; with zVAD 60 µM;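 active = activation, scaled between plate controls, above about 75%, limit read from the data; inactive = activation under that limit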;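 note: 0% = zVAD with DMSO and 100% = DMSO alone without zVAD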
m-calpain inh: inhibitors of pig calpain II, primary screen, biochemical, fluorogenic peptide substrate, 1536-well; hit rate 0.37% among 220,000; purified calpain II, 30 min; AID 1236, 2008; inhibition, % at 16 µM;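 active = inhibition above about 50%, limit read from the data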
Rad51 HR inh: human RAD51 strand exchange inhibitors, primary screen, biochemical, fluorescence; hRad51 DNA strand exchange, fluorescence dequenching; inhibition, % at 10 µM; hit rate 0.085% among 200,000; AID 1385, 2008;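 active = inhibition above 40% at the single screening dose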;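 note: 0% = DMSO control wells and 100% = blanks with heterologous ssDNA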
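Test system – preformed human Rad51 ssDNA filaments · Reagent – Donor/quencher-labelled 47-bp dsDNA substrate · Incubation – 37 °C 15-min filament assembly, 30-min compound preincubation, 15-min exchange · Signal – FRET fluorescence dequenching, excitation 485 nm, emission 520 nm · Read-out – percent inhibition from fluorescence, normalised to plate control and blank means · Benchmarks – plate control and blank wells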
14-3-3 Bad PPI: inhibitors of 14-3-3 zeta/Bad binding, primary screen, biochemical, TR-FRET, bovine 14-3-3 zeta; hit rate 0.71% among 220,000; TR-FRET 14-3-3zeta/Dy647-pBad peptide displacement, 1 h; inhibition, % at 21.7 µM; 14-3-3 protein zeta/delta (Bos taurus), P63103;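 active = inhibition above about 70%, limit read from the data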;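 note: 0% = full 14-3-3 plus peptide FRET controls and 100% = background without 14-3-3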
Target sequence (P63103 whole entry, looked up): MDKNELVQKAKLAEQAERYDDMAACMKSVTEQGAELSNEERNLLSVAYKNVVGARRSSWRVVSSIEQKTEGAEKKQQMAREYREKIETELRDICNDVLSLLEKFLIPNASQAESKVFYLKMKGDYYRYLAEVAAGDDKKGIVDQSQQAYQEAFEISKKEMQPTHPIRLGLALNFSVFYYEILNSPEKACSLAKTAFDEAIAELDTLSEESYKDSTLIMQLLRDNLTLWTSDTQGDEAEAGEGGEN
EP2 antag: human EP2 receptor antagonists, primary screen, TR-FRET cAMP, C6 glioma cells; C6 glioma cells expressing human EP2; cells stimulated with saturating PGE2; AID 1422, 2008; hit rate 0.52% among 260,000; inhibition, % at 25 µM;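 active = percent inhibition above 40 after rounding to a whole number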;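 note: rat C6 glioma host cells with rolipram phosphodiesterase inhibitor present; the protocol text gives 20 µM as final concentration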
eIF4E 4G PPI: eIF4E–eIF4G protein interaction inhibitors, primary screen, biochemical, uHTS, TR-FRET, eIF4GI fragment. TR-FRET eIF4E-eIF4GI(517-606) binding, 2 h. Eukaryotic translation initiation factor 4E (Mus musculus) + Eukaryotic translation …. inhibition, % at 21.7 µM. hit rate 0.37% among 220,000. AID 782, 2007;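 active = inhibition above about 30%, limit read from the data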;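 note: 0% = full FRET control wells and 100% = background wells lacking eIF4GI fragment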
Hck-Nef inh: inhibitors of Nef-activated human Hck kinase, primary screen, biochemical, Z-Lyte FRET, 384-well, Hck-YEEI; hit rate 0.68% among 220,000; inhibition, % at 20 µM; Recombinant Hck-YEEI plus Nef, Z-Lyte FRET kinase assay; Tyrosine-protein kinase HCK (Homo sapiens), P08631; AID 463187, 2010;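 active = Hck-Nef kinase inhibition above about 50%, limit read from the data; inactive = inhibition below that limit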;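 note: 0% = DMSO with Hck plus Nef and 100% = Hck alone without Nef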
Target sequence (P08631 whole entry, looked up): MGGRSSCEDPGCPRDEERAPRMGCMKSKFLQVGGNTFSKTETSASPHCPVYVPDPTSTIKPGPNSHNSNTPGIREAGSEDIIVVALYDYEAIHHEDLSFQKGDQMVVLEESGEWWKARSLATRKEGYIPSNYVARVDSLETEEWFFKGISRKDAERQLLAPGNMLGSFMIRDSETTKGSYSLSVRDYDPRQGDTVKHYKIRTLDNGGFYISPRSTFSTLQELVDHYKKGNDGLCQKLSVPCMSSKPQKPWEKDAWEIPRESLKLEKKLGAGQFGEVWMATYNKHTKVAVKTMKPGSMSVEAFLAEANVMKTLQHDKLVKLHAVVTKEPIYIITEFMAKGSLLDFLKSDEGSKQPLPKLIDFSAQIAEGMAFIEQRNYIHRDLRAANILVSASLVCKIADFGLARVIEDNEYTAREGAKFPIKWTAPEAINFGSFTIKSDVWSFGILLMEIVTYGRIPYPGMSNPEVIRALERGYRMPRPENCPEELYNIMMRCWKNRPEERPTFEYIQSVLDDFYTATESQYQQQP
EP2 modulator: EP2 receptor modulators, cAMP readout, primary screen, cell-based, HTRF cAMP, PGE2 stimulation | EP2-expressing cells, cAMP HTRF FRET, PGE2 co-stimulation | induction, % at 25 µM | hit rate 0.83% among 260,000;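 active = compounds whose cAMP rise, as percent of the full-agonist control response, exceeds 60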;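 note: rat C6 glioma line stably carrying human EP2 under a CMV promoter; the protocol text gives 20 µM as final concentration; 100% = response of wells given 1 µM PGE2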
Tb hexokinase: Trypanosoma brucei hexokinase 1 inhibitors, primary screen, biochemical, G6PDH-coupled NADH absorbance, MLSCN library; AID 1430, 2008; recombinant TbHK1, G6PDH-coupled NADH A340; hit rate 0.11% among 220,000; hexokinase 1 [Trypanosoma brucei]; inhibition, % at 10 µM;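 active = inhibition of 50% or more in the single-dose primary screen; inactive = inhibition below 50%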
* = called active by the depositor; . = no result given; [ ] = dose if it differs, or a comment.

SMILES	L929 necroptosis	m-calpain inh	Rad51 HR inh	14-3-3 Bad PPI	EP2 antag	eIF4E 4G PPI	Hck-Nef inh	EP2 modulator	Tb hexokinase
Cc1ccc2nc(Cl)c(C3CC(c4ccco4)=NN3C(=O)CCCC(=O)O)cc2c1 (stereo not drawn)	-0.5	-11.5	.	1.4	4.7	0.3	-11.5	15.0	-2.6
CC(NC(=O)COc1ccccc1)C1COc2ccccc2O1 (stereo not drawn)	-0.9	.	-1.7	.	10.9	.	10.2	.	-4.3
COc1ccc(C(=O)Nc2ccccc2C(=O)N/N=C/c2ccc(O)c(OC)c2)cc1	-0.8	-51.5	-0.7	-8.7	19.0	-5.2[fluorescence artefact?]	2.1	-20.6	-18.0
CC(C)OC(=O)C(C)Oc1ccc(C(=O)NCCc2ccccc2)cc1 (stereo not drawn)	0.4	3.8	-6.6	-4.2	9.8	-1.9	4.8	-0.2	-3.0
Cc1ccc(-c2cc(C(=O)Nc3ccc(S(=O)(=O)Nc4ncccn4)cc3)c3ccccc3n2)cc1	-0.8	-6.6	-15.7	16.5[fluorescence artefact?]	6.8	16.7	9.5	5.9	-3.2
COc1cccc(-c2nc(NC(C)(C)C)c3ccccc3n2)c1O	12.6	12.2	-0.1	3.8	11.9	-7.1[fluorescence artefact?]	5.8	-52.6	0.9
Cc1cccc(NC2=C(Cl)C(=O)OC2OC(C)C)c1 (stereo not drawn)	2.7	30.0	11.9	5.5	0.9	2.2	17.8	13.2	2.1
CC(Nc1ccccc1N1CCCCC1)C(=O)N1CCc2ccccc21 (stereo not drawn)	0.5	18.2	-0.6	-8.5	5.2	11.2	-12.1	47.9	7.6
CC(C)C(Nc1ccc(S(=O)(=O)N2CCOCC2)cc1[N+](=O)[O-])C(=O)O (stereo not drawn)	1.0	0.5	-2.1	-9.3	1.3	-0.6	0.4	35.2	1.4
CN(C(=O)CSc1ncnc2sccc12)c1c(N)n(Cc2ccccc2)c(=O)[nH]c1=O	2.1	-14.0	14.9	-3.8	7.6	-2.1	3.1	4.0	-3.7
COc1ccccc1NC(=O)C(=O)/C=C(\O)c1ccccc1	0.1	-19.2	.	-5.6	10.0	13.7	16.2	-10.6	-36.8
CC1=NN(c2ccccc2)C(=O)C1C(=O)c1ccccc1 (stereo not drawn)	2.2	4.6	-3.3	2.3[fluorescence artefact?]	4.8	0.5	0.4	32.7	-9.1
O=C(O)c1ccc(C2SCC(=O)N2Cc2ccccc2)cc1 (stereo not drawn)	-0.2	-1.3	3.2	-2.7	13.7	4.4	4.1	11.1	-2.0
CCC(NC(=O)c1ccc(C#CC2(O)CCCCC2)cc1)C(=O)O (stereo not drawn)	0.7	-4.6	8.1	1.4	7.2	2.0	-0.6	4.1	-0.1
Cc1sc(NC(=O)c2ccccc2)c(C(c2ccc(Cl)cc2)N2CCN(CCO)CC2)c1C (stereo not drawn)	0.1	-10.5	1.7	-33.5	10.3	0.8	7.8	-10.7	-12.7
Cc1cc(C(=O)N2CCN(c3ncccn3)CC2)cs1	-0.6	-14.6	0.4	12.7	7.7	4.8	-6.7	-3.6	2.3
O=C(O)c1cc2cc(OCc3ccccc3)ccc2[nH]1	0.7	-84.2	0.3	23.9	8.5	3.5	-0.9	32.2	-4.1
Cc1cccc(C)c1NC(=O)c1cc2c(=O)c3ccccc3oc2nc1C(F)(F)F	0.1	5.4	-0.9	3.6[fluorescence artefact?]	5.2	5.6	2.9	21.5	1.6
CCOC(=O)c1cccc(NC(=O)c2ccc(N(C)C)cc2)c1	0.9	-1.7	0.4	-8.4[fluorescence artefact?]	9.3	2.5	7.4	-26.4	13.1
COCc1nnc(SCC(=O)Nc2cccc(Cl)c2C)n1-c1ccccc1	0.7	-9.5	-5.7	6.0[fluorescence artefact?]	15.6	3.0[fluorescence artefact?]	0.3	22.8	3.8
Cc1nn(CC(=O)O)c(C)c1C	0.2	-5.8	-3.2	25.8[fluorescence artefact?]	5.7	-11.3	0.6	-3.4	10.1
O=C(Nc1ccc(O)cc1)C1CC=CCC1 (stereo not drawn)	0.3	-5.5	-1.3	.	0.9	.	2.4	-21.6	-0.2
CCOC(=O)c1sc(NC(=O)c2ccc(OC)cc2)nc1C	2.2	-21.8	.	-0.1	5.1	-0.5	19.2	-5.9	-11.8
Cc1ccc(C(=O)Nc2ccc(S(=O)(=O)N3CCc4ccccc43)cc2)o1	-0.2	32.3	-1.0	7.9	14.4	-11.1	9.2	-42.4	-1.8
Cc1onc(-c2c(Cl)cccc2Cl)c1C(=O)NCCCN1CCOCC1	-0.7	-3.1	3.6	4.5	17.5	2.0	5.8	8.8	3.0

Entries of single compounds as entered above:
Listed for Cc1ccc(C(=O)Nc2ccc(S(=O)(=O)N3CCc4ccccc43)cc2)o1 : L929 necroptosis = -0.2; m-calpain inh = 32.3; Rad51 HR inh = -1.0; 14-3-3 Bad PPI = 7.9; EP2 antag = 14.4; eIF4E 4G PPI = -11.1; Hck-Nef inh = 9.2; EP2 modulator = -42.4; Tb hexokinase = -1.8
Listed for Cc1onc(-c2c(Cl)cccc2Cl)c1C(=O)NCCCN1CCOCC1 : L929 necroptosis = -0.7; m-calpain inh = -3.1; Rad51 HR inh = 3.6; 14-3-3 Bad PPI = 4.5; EP2 antag = 17.5; eIF4E 4G PPI = 2.0; Hck-Nef inh = 5.8; EP2 modulator = 8.8; Tb hexokinase = 3.0

Other structures follow.
SMILES	L929 necroptosis	m-calpain inh	Rad51 HR inh	14-3-3 Bad PPI	EP2 antag	eIF4E 4G PPI	Hck-Nef inh	EP2 modulator	Tb hexokinase
COc1ccc(CNCCC2(Cc3ccccc3)CC(C)N(C)CC2C)cc1OC (stereo not drawn)	11.6	-20.6	-4.2	-1.1	9.5	3.2	18.6	-20.6	5.6
C=CCSc1nnc(-c2cc3c(-c4ccccc4)nn(C)c3s2)n1C	-0.4	-30.0	11.6	-3.1[fluorescence artefact?]	11.6	-0.3	0.5	-48.0	-13.4
CCn1cc([N+](=O)[O-])c(C(=O)Nc2ccc3c(c2)OCCO3)n1	-0.1	-0.2	0.1	-7.2	5.5	-3.0	0.9	14.5	-7.0
CC1CCN(c2nc3c(c(=O)n(C)c(=O)n3C)n2Cc2ccccc2)CC1	0.0	-15.2	-7.2	-11.1	3.2	8.4	0.3	41.8	-3.4
C=CCn1nc(-c2ccccc2)c2c(C)onc2c1=O	1.2	1.6	1.4	-0.6	6.4	-0.1	-6.1	24.1	-7.1
CC1(C)CC(=O)C=C(C(=O)N2CCCC(C(=O)c3cccc(Cl)c3)C2)O1 (stereo not drawn)	1.0	24.5	-4.6	11.8	-1.1	2.0	23.7	-26.3	2.6
CC(C)[n+]1ccn(C2=C([O-])c3ccccc3C(=O)/C2=N\S(=O)(=O)c2ccccc2)c1	4.1	20.3	.	-1.3	5.6	4.2	18.4	-2.8	-16.8
CN1CCN(c2nc3c(c(=O)[nH]c(=O)n3C)n2CCSc2nc3ccccc3s2)CC1	0.8	0.1	1.2	18.6[fluorescence artefact?]	12.1	1.6	16.5	-0.5	-7.8
S=C(NCCN1CCCCC1)Nc1ccc(Br)cc1	-0.3	18.3	-32.5	2.5	8.3	-9.6	13.9	-8.9	-5.1
CC1CCN(Cc2c(C(=O)O)nnn2-c2nonc2N)CC1	0.8	13.8	.	0.0	7.8	-3.2	20.9	17.2	4.6
O=C(Nc1ccccc1)c1ccsc1	0.4	5.8	1.1	-20.9	2.9	2.3[fluorescence artefact?]	0.8	3.9	-9.6
O=C(NNC(=S)Nc1ccc(Cl)c(Cl)c1)c1cccc([N+](=O)[O-])c1	0.6	7.4	12.1	-9.4	9.3	-0.5	-5.2	-52.6	-10.1
COc1ccc(C2C=C(c3ccc(Br)cc3)Nc3nc(N4C(=O)CCC4=O)nn32)cc1 (stereo not drawn)	0.0	-400.9	-0.8	-11.2	9.9	9.4[fluorescence artefact?]	-1.5	22.1	-6.2
COCCNC(=O)C(C)N(c1ccc(Oc2ccccc2)cc1)S(C)(=O)=O (stereo not drawn)	-0.2	2.6	5.2	-0.3[fluorescence artefact?]	14.0	-1.8	-0.2	-16.6	2.3
COc1ccc(OC)c(C2=NO[C@@H]3C(=O)N(c4cc(Cl)ccc4OC)C(=O)[C@H]23)c1	0.6	-84.2	1.1	-8.4	16.6	-5.6	-3.3	6.7	-9.8
O=C(Nc1nnc(C2CC2)s1)C1Cc2ccccc2CN1S(=O)(=O)c1cccs1 (stereo not drawn)	0.7	-198.3	7.0	-9.9[fluorescence artefact?]	10.0	-9.3	1.7	12.7	-1.0
Cc1nn(-c2ccc(F)cc2)c(Cl)c1/C=C/C(=O)OCC(=O)Nc1c(F)c(F)c(F)c(F)c1F	.	-4.0	.	5.9	7.7	-2.1[fluorescence artefact?]	-0.2	24.1	-0.2
CCCC(=O)Nc1ccc(NC(=O)C2CC2)cn1	0.3	-2.4	.	-1.8[fluorescence artefact?]	.	3.4	0.5	-0.6	-5.2
Cc1ccccc1S(=O)(=O)c1cc2ccccc2nc1N	8.2	-267.4	-16.6	1.8	9.0	1.2	18.8	-35.8	-1.8
CCOC(=O)C1=C(C)N(C)C(C)=C(C(=O)OCC)C1c1cccnc1	0.5	-16.6	-0.1	-3.2	14.6	-1.1	3.9	3.9	-3.8
CCOc1ccc2nc(SCCNS(=O)(=O)c3ccccc3)sc2c1	0.1	8.8	.	-3.9	9.5	-0.1	3.3	-55.2	-7.2
COc1ccc(S(=O)(=O)N(C)C)cc1NC(=O)Cc1c[nH]c2ccccc12	-2.2	6.8	-15.9	9.1	3.9	2.1	17.8	-35.6	6.9
N#CC(c1ccc(Cl)cc1)c1ccc(Cl)nn1 (stereo not drawn)	1.4	-6.1	-1.7	-8.7	13.5	-3.9	0.5	-27.6	-9.0
CCOC(=O)C(=O)c1csc(NC(=O)CCSc2ccc(C)cc2)n1	0.0	13.3	6.0	8.8	6.6	-3.2	-11.1	6.1	8.0
CC1CCCN(c2ccc(C(=O)Nc3cccnc3)cc2[N+](=O)[O-])C1 (stereo not drawn)	38.3	25.9	-4.9	-2.3	2.8	0.3	16.6	-47.0	-2.3
O=c1c2ccccc2c2ccccc2c(=O)n1CC1CCCO1 (stereo not drawn)	-0.3	-3.1	-4.6	4.9	11.2	2.8	1.3	19.7	-11.3
COCCNC(=S)NN=C1CCC(c2ccccc2)CC1 (stereo not drawn)	2.3	4.2	22.0	-22.3	2.8	-3.5	16.5	-4.5	-0.9
O=C(OCC(=O)c1ccc[nH]1)c1ccccc1	0.4	-56.5	1.9	-4.2	6.5	5.7	20.9	-14.0	-4.7
O=C(Cn1c(=O)oc2ccccc21)Nc1ccc2c(c1)OCCO2	0.2	1.4	2.3	3.1	12.9	7.5	-1.4	-19.0	-0.3

Only part of the results is shown; the hit share may differ from the screen's.
